Assay outcomes from PubChem.
RXFP1 ag = qHTS Assay for Agonists of the Relaxin Receptor RXFP1 | Relaxin receptor 1 (Homo sapiens), Q9HBX9 | HEK293T-RXFP1 cAMP TR-FRET, 30 min; response scale: percent of porcine relaxin response, buffer zero | Potency, µM (titrated, usually from 57.5 µM), for the others: top-dose activation, actives largely listed as activators | 0.3% of 370,000 active | AID 2676, 2010; also: potency is read from the fitted curve at half-maximal effect; % is scaled to controls: 0 for no effect and ±100 for the full control effect; nearly all actives have a fitted effect of over 60% in size; many of its hits are not listed in these tables
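cAMP rise read by TR-FRET after 30 min, 37C compound exposure (up to 58 uM) in RXFP1-transfected HEK293 cells with Ro 20174 present. EC50 from Hill-equation fits, with 29 nM porcine relaxin as 100% and buffer as basal.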
Vif-A3G inh = qHTS for Inhibitors of Vif-A3G Interactions: qHTS; DNA dC->dU-editing enzyme APOBEC-3G (Homo sapiens), Q9HC16; HeLa A3G-eYFP + Vif (tagged APOBEC3G with the HIV-1 protein that degrades it), YFP fluorescence, overnight; Potency, µM (highest dose often 46.1 µM), inactives show at the highest dose activity, negative = active, actives largely listed as inhibitors; 0.076% of 410,000 active; AID 602310, 2012;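 also: potency is read from the fitted curve at half-maximal effect; % is scaled to controls: 0 for no effect and ±100 for the full control effect; nearly all actives have a fitted effect of over 60% in size; hits raise eYFP signal because A3G escapes Vif-driven loss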
Target sequence (Q9HC16 whole entry, looked up): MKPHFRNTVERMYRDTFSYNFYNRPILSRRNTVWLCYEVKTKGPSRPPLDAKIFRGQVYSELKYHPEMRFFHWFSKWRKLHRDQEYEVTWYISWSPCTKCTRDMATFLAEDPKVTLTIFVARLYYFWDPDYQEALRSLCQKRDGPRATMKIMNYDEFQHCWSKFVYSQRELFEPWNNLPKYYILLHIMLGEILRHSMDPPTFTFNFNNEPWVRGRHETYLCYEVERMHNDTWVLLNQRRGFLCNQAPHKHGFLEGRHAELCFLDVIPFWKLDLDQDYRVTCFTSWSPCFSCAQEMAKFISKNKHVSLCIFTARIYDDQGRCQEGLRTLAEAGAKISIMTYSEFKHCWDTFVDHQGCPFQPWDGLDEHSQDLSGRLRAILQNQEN
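Read-out is eYFP fluorescence (Ex 488/Em 500-530) from Vif-expressing HeLa A3G-eYFP cells; more signal means A3G escaped Vif-mediated degradation. Cells plated overnight, compound pinned in, incubated overnight at 37 deg C.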
LDHA inh = qHTS assay for inhibitors of human lactate dehydrogenase | L-lactate dehydrogenase A chain (Homo sapiens), P00338 | purified LDHA, NADH/diaphorase-resazurin fluorescence; hits give low values | activity change, % (values are at about 110 or 230 µM) | 0.15% of 480,000 active | AID 1347041, 2019; in the data active = activity change below about -30%; inconclusive = mostly about -25% to -30%;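 also: plate controls were DMSO wells for no effect and wells without enzyme for full effect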
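Human LDH5 (2 nM) was incubated with 0.06 mM NADH and 0.2 mM pyruvate for 5 min at room temperature in Tris pH 7.4. Remaining NADH was coupled through diaphorase/resazurin, and resorufin fluorescence was read at 0 and 20 min.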
GRP78 ERSR act = qHTS for Inducers of the Endoplasmic Reticulum Stress Response (ERSR) in Human Glioma: qHTS; 0.02% of 420,000 active; U87-MG GRP78 promoter luciferase reporter, 16 h; Potency, µM, for the others: at the top dose activation, usual class: activators; also: potency is read from the fitted curve at half-maximal effect; series mostly up to about 76 µM; % of control where 0% means no effect; nearly all actives have a fitted effect of over 35% in size
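ERSR induction read as luciferase luminescence (Bright-Glo, 10 min at room temperature) in stably transfected human U87-MG glioma cells exposed to compounds for 16 h, using GRP78 as sensor.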
D1 ag = Allosteric Agonists of the Human D1 Dopamine Receptor: qHTS; D(1A) dopamine receptor (Homo sapiens), P21728; 1% of 360,000 active; HEK293 T-REx D1 cells, calcium flux, agonist mode; activation, % at 2 µM; in the data active = activation above about 30%; also: 0% is about no effect
Target sequence (P21728 whole entry, looked up): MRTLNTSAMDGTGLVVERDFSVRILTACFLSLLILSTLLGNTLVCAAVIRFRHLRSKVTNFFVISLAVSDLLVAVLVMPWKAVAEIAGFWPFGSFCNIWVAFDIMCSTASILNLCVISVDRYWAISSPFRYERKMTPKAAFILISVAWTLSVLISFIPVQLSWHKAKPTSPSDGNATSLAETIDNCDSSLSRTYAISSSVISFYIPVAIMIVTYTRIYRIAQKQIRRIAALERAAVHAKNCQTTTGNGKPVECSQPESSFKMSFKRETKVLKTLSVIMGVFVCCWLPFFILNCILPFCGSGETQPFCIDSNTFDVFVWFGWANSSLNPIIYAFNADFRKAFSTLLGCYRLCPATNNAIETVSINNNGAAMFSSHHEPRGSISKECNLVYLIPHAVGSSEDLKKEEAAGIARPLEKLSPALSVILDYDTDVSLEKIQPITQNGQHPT
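Agonism was scored from calcium flux recorded over 180 s (1 read/s) after pintool compound addition, following a 10-cycle baseline. Cells were inducible force-coupled HEK293 TREx D1, plated overnight at 30 C and loaded with no-wash calcium dye.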
D2 PAM = HTS Assay for Positive Allosteric Modulators of the Human D2 Dopamine Receptor: Primary Screen for Potentiators. D(2) dopamine receptor (Homo sapiens), P14416. HEK293 T-REx D2, calcium flux, EC20 dopamine potentiation. potentiation, % at 10 µM. 0.34% of 340,000 active. AID 485347, 2010;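 active = potentiation over 3 SD above the plate norm, cut at about 30% in these data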; also: 0% is about no effect
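Using a no-wash calcium dye in inducible, force-coupled HEK293 Trex cells expressing D2, we tracked fluorescence each second for 180 s after compound, then for 180 s after EC20 dopamine to detect augmented signalling.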
Vif-A3F inh = qHTS for Inhibitors of Vif-A3F Interactions: qHTS. AID 602313, 2012. HeLa A3F-eYFP + Vif (tagged APOBEC3F with the HIV-1 protein that degrades it), YFP fluorescence increase. 0.2% of 390,000 active. Potency, µM (highest dose often 46.1 µM), for inactives: top-dose activity, negative = active; also: potency is read from the fitted curve at half-maximal effect; % of control where 0% means no effect; nearly all actives have a fitted effect of over 65% in size
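HeLa cells stably expressing Vif plus C-terminally eYFP-tagged A3F were seeded, incubated overnight at 37 deg C, dosed with compound, incubated overnight again at 37 deg C. Yellow fluorescence (Ex 488/Em 500-530) reported blocked Vif-mediated A3F-eYFP degradation.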
D1 antag = Antagonist of Human D 1 Dopamine Receptor: qHTS; activity change, negative = inhibition, % at 10 µM; HEK293 TREx D1 cells, calcium flux, dopamine EC80; hits give low values; D(1A) dopamine receptor (Homo sapiens), P21728; 3.2% of 360,000 active; AID 504652, 2011; in the data active = activity change below about -30%; also: % is scaled to controls: 0 for no effect and ±100 for the full control effect
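Cells carrying a force-coupled, tetracycline-inducible human D1 receptor report calcium flux. Each well gets a 10 s baseline, compound with 180 s monitoring, then an EC80 dopamine stimulus with a second 180 s kinetic read.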
D1 PAM = Potentiators of Human D1 Dopamine Receptor: qHTS; potentiation, % at 10 µM; 0.036% of 360,000 active; HEK293 TREx D1 cells, calcium flux, dopamine EC20 potentiation; D(1A) dopamine receptor (Homo sapiens), P21728; in the data active = potentiation above about 30%; also: 0% is about no effect
* = called active by the depositor; & = joins results of further samples. Unless noted, calls follow the shape of the dose curve; as a rule, active = well fitted curve in the direction sought with a large enough effect; inconclusive = small, poorly fitted or top-dose-only effect, or another doubt; inactive = no such curve, though single readings can be large; an effect the other way counts as inactive or inconclusive.

For COc1ccccc1N(C)S(=O)(=O)c1ccc(C(=O)NCc2ccccc2CN2CCCC2)cc1 the results were Vif-A3G inh 0%, LDHA inh -1, GRP78 ERSR act -6% and Vif-A3F inh 2%.
Screening Cc1ccc(OCc2nc(-c3ccccc3)no2)c(C)c1 returned RXFP1 ag 1.0%, Vif-A3G inh -1%, LDHA inh 1, GRP78 ERSR act -9%, D1 ag 4, D2 PAM -2, Vif-A3F inh -10%, D1 antag 3 and D1 PAM 5.
Screening COc1ccc(C)cc1C(=O)C1CC(C(=O)O)C(C)(C)C1C (configuration not stated) returned RXFP1 ag 1.5%, Vif-A3G inh 2%, LDHA inh -3, GRP78 ERSR act -6%, D1 ag 3, D2 PAM -8, Vif-A3F inh 7%, D1 antag 13 and D1 PAM -8.
Screening Cc1ccc(C)c(NC(=O)Cn2c(=O)n(CCCS(=O)(=O)C3CCCCC3)c(=O)c3ccccc32)c1 returned RXFP1 ag 9.4%, Vif-A3G inh 4%, LDHA inh -4, GRP78 ERSR act -1%, D1 ag 9, D2 PAM 2, Vif-A3F inh 5%, D1 antag -8 and D1 PAM -3.
Cc1cc(-c2nnc(CCC(=O)NCc3ccc(OC(F)(F)F)cc3)o2)no1 was read as RXFP1 ag -5.0%, Vif-A3G inh 0%, LDHA inh 1, GRP78 ERSR act -2%, D1 ag 1, D2 PAM 3, Vif-A3F inh 2%, D1 antag -7 and D1 PAM -7.
`O=c1cc(C=NNc2ccc([N+](=O)[O-])cc2)[nH]c(=O)[nH]1` gave Vif-A3G inh 0%, LDHA inh -2, GRP78 ERSR act -3% and Vif-A3F inh 0%.
O=C(c1ccc2ccccc2n1)N1CCN(S(=O)(=O)c2ccccc2)CC1 was read as Vif-A3G inh -1%, LDHA inh -5, GRP78 ERSR act -4% and Vif-A3F inh 7%.
`O=C(CN(c1ccc(F)cc1)S(=O)(=O)c1ccc2c(c1)OCCO2)Nc1ccc2c(c1)OCO2` gave RXFP1 ag -0.7%, Vif-A3G inh -3%, LDHA inh -2, GRP78 ERSR act 1%, D1 ag 2, D2 PAM -2, Vif-A3F inh -5%, D1 antag -13 and D1 PAM -1.
For Cc1cc(C(=O)N/N=C/c2ccc(O)c([N+](=O)[O-])c2)c(C)n1-c1ccc(F)cc1 the results were RXFP1 ag -0.6%, Vif-A3G inh 0%, LDHA inh 0, GRP78 ERSR act 2%, D1 ag -1, D2 PAM -2, Vif-A3F inh 0%, D1 antag -30* and D1 PAM -6.
For O=C(O)C(Cc1c[nH]c2ccccc12)N1C(=O)c2ccccc2C1=O (configuration not stated) the results were RXFP1 ag 4.1%&1.9%, Vif-A3G inh 0%, LDHA inh -3, GRP78 ERSR act -5%, D1 ag 4&2, D2 PAM 10&-1, Vif-A3F inh -1%, D1 antag 8&0 and D1 PAM -6&-10.
Screening O=C(NCCCN1CCCC(O)C1)c1cc(COc2ccc(F)cc2F)on1 (configuration not stated) returned RXFP1 ag 2.0%, Vif-A3G inh -1%, LDHA inh -11, GRP78 ERSR act -1%, D1 ag 3, D2 PAM 14, Vif-A3F inh 8%, D1 antag 9 and D1 PAM 7.
`COc1cccc(C(=O)OCC(=O)Nc2ccc3c(c2)OCCO3)c1` gave Vif-A3G inh -5%, LDHA inh -6, GRP78 ERSR act -3% and Vif-A3F inh 3%.
For CCCOc1ccc(N2C(=O)CC(N3CCC(C(=O)OCC)CC3)C2=O)cc1 (configuration not stated) the results were RXFP1 ag 0.1%, Vif-A3G inh 0%, LDHA inh -2, GRP78 ERSR act 2%, D1 ag 0, D2 PAM 1, Vif-A3F inh 6%, D1 antag -13 and D1 PAM -5.
Screening COc1ncnc2sc(-c3ccccc3)cc12 returned RXFP1 ag 3.7%, Vif-A3G inh -6%, LDHA inh -5, GRP78 ERSR act 2%, D1 ag 3, D2 PAM -2, Vif-A3F inh -9%, D1 antag 8 and D1 PAM 5.
Screening COC(=O)c1ccc(NC(=S)N2CCN(C)CC2)cc1 returned RXFP1 ag -1.1%, Vif-A3G inh 0%, LDHA inh -9, GRP78 ERSR act -1%, D1 ag 1, D2 PAM 3, Vif-A3F inh 3%, D1 antag 7 and D1 PAM 5.
`CN(CC(=O)Nc1cccc(C(F)(F)F)c1)C1=NS(=O)(=O)c2ccccc21` gave Vif-A3G inh -2%, LDHA inh -1, GRP78 ERSR act -7% and Vif-A3F inh -7%.
CCCN(Cc1cc2cc(C)ccc2[nH]c1=O)C(=O)c1cccc([N+](=O)[O-])c1 was read as RXFP1 ag 2.1%, Vif-A3G inh 0%, LDHA inh -2, GRP78 ERSR act -5%, D1 ag 0, D2 PAM 13, Vif-A3F inh 3%, D1 antag -9 and D1 PAM -4.
Screening O=c1c2ccccc2ncn1-c1ccc(Br)cc1[N+](=O)[O-] returned RXFP1 ag -1.0%, Vif-A3G inh -29%, LDHA inh 2, GRP78 ERSR act 2%, D1 ag 1, D2 PAM 3, Vif-A3F inh -16%, D1 antag 20 and D1 PAM 5.
Screening O=C(COC(=O)c1cc(S(=O)(=O)N2CCCCC2)ccc1N1CCOCC1)NC1CCS(=O)(=O)C1 (configuration not stated) returned RXFP1 ag 0.7%, Vif-A3G inh 0%, LDHA inh -4, GRP78 ERSR act 0%, D1 ag -3, D2 PAM 2, Vif-A3F inh 0%, D1 antag 3 and D1 PAM -1.
CC1(C)Oc2ccc(C(=O)N3CCCCC3)cc2N(CC(=O)NCc2ccccc2)C1=O was read as RXFP1 ag 2.1%, Vif-A3G inh 1%, LDHA inh -12, GRP78 ERSR act -2%, D1 ag -1, D2 PAM 7, Vif-A3F inh -1%, D1 antag -2 and D1 PAM -7.

Gathered by group, the compounds so far with a CF3 group (two)
Cc1cc(-c2nnc(CCC(=O)NCc3ccc(OC(F)(F)F)cc3)o2)no1 was read as RXFP1 ag -5.0%, Vif-A3G inh 0%, LDHA inh 1, GRP78 ERSR act -2%, D1 ag 1, D2 PAM 3, Vif-A3F inh 2%, D1 antag -7 and D1 PAM -7.
`CN(CC(=O)Nc1cccc(C(F)(F)F)c1)C1=NS(=O)(=O)c2ccccc21` gave Vif-A3G inh -2%, LDHA inh -1, GRP78 ERSR act -7% and Vif-A3F inh -7%.

Later entries
`COC(=O)C1=C(NC(=O)c2cccs2)CCS1` gave RXFP1 ag 1.4%, D1 ag 2, D2 PAM 6, D1 antag -5 and D1 PAM -1.
Cc1nnc(N/N=C/c2ccccn2)[nH]c1=O was read as RXFP1 ag 1.1%, Vif-A3G inh 3%, LDHA inh 0, GRP78 ERSR act -3%, D1 ag 3, D2 PAM -2, Vif-A3F inh -2%, D1 antag -3 and D1 PAM -4.
Screening Cc1nn(-c2ccccc2)c(=S)n1-c1ccccc1 returned RXFP1 ag 0.0%, Vif-A3G inh -2%, LDHA inh -3, GRP78 ERSR act -3%, D1 ag 0, D2 PAM -9, Vif-A3F inh 4%, D1 antag 9 and D1 PAM -7.
COC(=O)c1oc2c(c1C)C1(CCC2)SCCS1 was read as RXFP1 ag -1.4%, Vif-A3G inh -12%, LDHA inh 9, GRP78 ERSR act -4%, D1 ag -3, D2 PAM 1, Vif-A3F inh -5%, D1 antag -12 and D1 PAM -4.
COc1cc(NC(=O)c2cccs2)c(C(=O)OCC(=O)NCc2ccco2)cc1OC was read as RXFP1 ag 0.0%, Vif-A3G inh inconclusive, LDHA inh 0, GRP78 ERSR act -12%, D1 ag 1, D2 PAM -11, Vif-A3F inh -7%, D1 antag -4 and D1 PAM -4.
`CCCNS(=O)(=O)c1ccc(CCC(=O)NCC2CCCO2)cc1` (configuration not stated) gave RXFP1 ag 1.7%, Vif-A3G inh 0%, LDHA inh -5, GRP78 ERSR act 8%, D1 ag -2, D2 PAM -11, Vif-A3F inh 1%, D1 antag -4 and D1 PAM -2.
Screening CCOC(=O)Cn1c(=N)n(Cc2ccccc2F)c2ccccc21 returned RXFP1 ag -1.2%, Vif-A3G inh 3%, LDHA inh -4, GRP78 ERSR act -6%, D1 ag 14, D2 PAM -4, Vif-A3F inh 4%, D1 antag -12 and D1 PAM -8.
CCN(CC(=O)Nc1c(F)cccc1F)C(=O)c1ccc(Cl)c(S(=O)(=O)N2CCCC2)c1 was read as RXFP1 ag 0.4%, Vif-A3G inh -2%, LDHA inh -5, GRP78 ERSR act 0%, D1 ag 7, D2 PAM 13, Vif-A3F inh 8%, D1 antag 16 and D1 PAM 2.
For Cc1cc(C)c(C#N)c(SCC(=O)Nc2nonc2N)n1 the results were RXFP1 ag 6.7%, Vif-A3G inh -3%, LDHA inh 2, GRP78 ERSR act 7%, D1 ag 2, D2 PAM 4, Vif-A3F inh 9%, D1 antag 12 and D1 PAM -3.
O=C(Nc1cc(F)ccc1F)c1ccc(CN2CC(=O)N3CCCCC3C2=O)cc1 (configuration not stated) was read as RXFP1 ag 0.0%, Vif-A3G inh 10%, LDHA inh -2, GRP78 ERSR act -1%, D1 ag -1, D2 PAM -19, Vif-A3F inh 6%, D1 antag -1 and D1 PAM 3.
For O=C(NCCN1CCCCC1)c1cc(COc2c(F)cccc2F)on1 the results were RXFP1 ag -1.4%, Vif-A3G inh -1%, LDHA inh 0, GRP78 ERSR act 8%, D1 ag 6, D2 PAM 13, Vif-A3F inh -19%, D1 antag 3 and D1 PAM -1.
`CSc1ccccc1NC(=O)Nc1cccc2ccccc12` gave RXFP1 ag 6.5%, Vif-A3G inh 0%, LDHA inh 2, GRP78 ERSR act 5%, D1 ag 2, D2 PAM -2, Vif-A3F inh -6%, D1 antag -10 and D1 PAM 4.

Some of the compounds tested. The share of hits here may be higher or lower than overall.
